# AID inhibitor = activation induced cytidine deaminase inhibition. Potency, µM (top dose mostly 115 µM), without a hit: at the top dose activity change, negative = inhibition, hits mostly inhibitors. AID deamination FRET fluorescence, UDG-coupled, 4 h. hit rate 0.32% among 91,000. Q9GZX7; further: nearly all actives have a fitted effect of over 25% in size
# Target sequence (Q9GZX7 whole entry, looked up): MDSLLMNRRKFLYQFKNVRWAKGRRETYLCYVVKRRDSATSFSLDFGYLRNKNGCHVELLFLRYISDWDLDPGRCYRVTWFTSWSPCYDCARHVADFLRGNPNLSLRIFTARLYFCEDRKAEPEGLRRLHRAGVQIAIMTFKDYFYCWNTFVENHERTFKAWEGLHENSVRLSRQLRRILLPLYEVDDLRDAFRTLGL
# UDG counterscr = counter-screen for AID inhibitors: uracil-DNA glycosylase inhibition; AID 1347430; hit rate 0.14% among 91,000; Potency, µM (doses to about 115 µM), for the others: at the top dose activity change, negative = inhibition, most hits filed as inhibitors; FRET deamination/UDG coupled assay, UDG read, 4 h; further: nearly all actives have a fitted effect of over 65% in size
# An asterisk follows results filed as active; ? = inconclusive; [ ] = another dose, or the depositor's remark. The call rests on the fitted dose curve; in most records, active means well fitted curve in the direction sought with a large enough effect; inconclusive means small, poorly fitted or top-dose-only effect, or another doubt; inactive means no such curve, though single readings can be large; an effect the other way counts as inactive or inconclusive. On the % scale 0 is the no-effect control and ±100 the full control effect; potency means the concentration at half of the fitted maximal effect.
SMILES,AID inhibitor,UDG counterscr
CN1c2ccc(Cl)cc2-c2nc(SCC(=O)Nc3cc(F)ccc3F)ncc2S1(=O)=O,15%,-13%
Cc1oc(-c2ccc(Cl)cc2)nc1CS(=O)CC(=O)NCCc1ccccc1 (stereo not drawn),-4%,-14%
N#Cc1cccnc1Sc1ccc(F)c(Cl)c1,-9%,-11%
CCN(CC)S(=O)(=O)c1ccc(N(C)C)c(NS(=O)(=O)c2cccs2)c1,-1%,5%
CCOc1ccc(Nc2nc(Nc3ccc(OCC)cc3)nc(N3CCOCC3)n2)cc1,29%,10%
O=C(Nc1ccc(Cl)c(-c2nc3ccccc3o2)c1)c1cc([N+](=O)[O-])ccc1N1CCOCC1,-7%,-11%
CC(C)c1nnc(NC(=O)C(Sc2ccccc2)c2ccccc2)s1 (stereo not drawn),-4%,3%
O=S(=O)(Nc1ccc(-c2ccc(N3CCCC3)nn2)cc1)c1cccc(C(F)(F)F)c1,6%,-5%
COc1cccc(-c2nc(SCC(=O)NCc3ccco3)c3c(=O)n(C)c(=O)n(C)c3n2)c1,15%,29%
COc1ccccc1NC(=O)c1cc2c(-c3ccccc3)nn(-c3ccccc3)c2s1,9%,4%
O=C(NCc1ccccc1Cl)c1ccc2c(c1)NC(=O)C(CS(=O)(=O)Cc1ccc(F)cc1Cl)N2 (stereo not drawn),210%[activator],-6%[57.5 µM]
CCCCNC(=O)c1cc2c(=O)n3cccc(C)c3nc2s1,-9%,0%
O=C(CSc1nc2ccc(Cl)cc2o1)c1c[nH]c2ccccc12,15%,-3%
CCOc1ccc(CCNC(=O)CS(=O)(=O)Cc2nc(-c3ccc(OC)cc3)oc2C)cc1,-15%,7%
COC(=O)N(C)CC(=O)NCc1cccc(C)c1,-5%,0%
COC(=O)c1ccc(NC(=O)CN2CCN(c3ccc(Cl)cc3)CC2)cc1,44%[activator],8%
Cc1ccc2nc(-c3cc(NC(=O)c4cccc(Cl)c4)ccc3O)oc2c1,-6%,-2%
COc1cc(C2c3c(oc4ccccc4c3=O)C(=O)N2Cc2ccc(C)cc2)ccc1O (stereo not drawn),0%,-18%
COc1ccc(-c2nc3cc(NC(=O)C(C)C)ccc3o2)cc1OC,-4%,-2%
CC(Oc1cccc(Br)c1)C(=O)NNC(=O)c1ccc2c(c1)NC(=O)CCS2 (stereo not drawn),-1%,2%
Cc1cccc(Cn2cc(S(=O)(=O)c3ccc(Cl)cc3)c(=O)c3cc4c(cc32)OCO4)c1,-17%,-10%
O=C(CN1CCCN(Cc2ccccc2Cl)S1(=O)=O)NCc1ccccc1,-10%,1%
CCc1ccc(S(=O)(=O)c2cnc3ccc(C)cc3c2N2CCOCC2)cc1,-14%,-4%
COc1cc(OC)cc(N2C(=O)CSC23C(=O)Nc2ccccc23)c1 (stereo not drawn),-5%,-4%
Cc1ccc(Cl)cc1N1CCN(C(=O)CCCCCn2c(=O)[nH]c3ccccc3c2=O)CC1,4%,73%[activator]

# Part of the list above in another layout:
CCc1ccc(S(=O)(=O)c2cnc3ccc(C)cc3c2N2CCOCC2)cc1
- AID inhibitor: -14%
- UDG counterscr: -4%
COc1cc(OC)cc(N2C(=O)CSC23C(=O)Nc2ccccc23)c1 (stereo not drawn)
- AID inhibitor: -5%
- UDG counterscr: -4%
Cc1ccc(Cl)cc1N1CCN(C(=O)CCCCCn2c(=O)[nH]c3ccccc3c2=O)CC1
- AID inhibitor: 4%
- UDG counterscr: 73%[activator]

# Ordered by the number under AID inhibitor (rising): 7 from the list above
compound,AID inhibitor
Cc1cccc(Cn2cc(S(=O)(=O)c3ccc(Cl)cc3)c(=O)c3cc4c(cc32)OCO4)c1,-17%
N#Cc1cccnc1Sc1ccc(F)c(Cl)c1,-9%
COC(=O)N(C)CC(=O)NCc1cccc(C)c1,-5%
CC(C)c1nnc(NC(=O)C(Sc2ccccc2)c2ccccc2)s1 (stereo not drawn),-4%
O=S(=O)(Nc1ccc(-c2ccc(N3CCCC3)nn2)cc1)c1cccc(C(F)(F)F)c1,6%
CN1c2ccc(Cl)cc2-c2nc(SCC(=O)Nc3cc(F)ccc3F)ncc2S1(=O)=O,15%
CCOc1ccc(Nc2nc(Nc3ccc(OCC)cc3)nc(N3CCOCC3)n2)cc1,29%

# (cont.)
SMILES,AID inhibitor,UDG counterscr
COc1ccc(/C=C(\NC(=O)c2ccc(C)cc2)C(=O)NC(CC(C)C)C(=O)O)cc1 (stereo not drawn),5%,7%
O=C(CNC(=O)c1ccc(Cl)cc1)OCc1cc(=O)n2nc(C3CCCCC3)sc2n1,8%,-1%
COc1cccc(N2CCN(C(=O)C3Cc4ccccc4N3C(C)=O)CC2)c1 (stereo not drawn),-2%,26%
O=C(NC1CC(=O)N(c2ccccc2)C1)c1ccc(S(=O)(=O)N2CCCCC2)cc1 (stereo not drawn),1%,-8%
Cc1ccc(C)c(S(=O)(=O)NCC(=O)O)c1,2%,0%
O=C(CSc1nccn1Cc1ccc(F)cc1)NCc1ccco1,1%,1%
Fc1ccccc1N1CCN(c2c3c(nc4nncn24)CCC3)CC1,-23%,2%
CC(=O)Nc1ccccc1OCc1cc(=O)n2c3c(sc2n1)CCCC3,-7%,1%
Cc1ccc(-c2nc(CS(=O)CC(=O)N3CCN(c4ccccc4)CC3)c(C)o2)cc1 (stereo not drawn),?,3%
Cc1cc(Nc2ccccc2C)n2nc(Cc3ccc(Cl)cc3)nc2n1,?,-1%
COC(=O)/C(=C\c1ccc([N+](=O)[O-])cc1)NC(C)=O,12%,3%
CN1CCN(C(=O)C(=O)Nc2c3c(nn2-c2ccc(Cl)cc2)CSC3)CC1,-26%,-14%
CCN1CCN(c2ncc3c(n2)CCN(Cc2ccc(OC)c(OC)c2)C3)CC1,255%[activator],9%
COCCCNC(=O)CSc1nc2cc(OC)c(OC)cc2c2nc(-c3ccccc3)nn12,1%,-7%
Cc1cc(Br)c(S(=O)(=O)NCCO)cc1C,1%,-5%
O=c1[nH]cccc1NS(=O)(=O)c1ccc(F)cc1,0%,-4%
CC(=O)c1ccc(NC(=O)C(C)Sc2nc3nc(C)cc(C)c3c(=O)[nH]2)cc1 (stereo not drawn),4%,0%
CCCc1nc2nc(-c3ccc(OC)cc3)cc(=O)n2[nH]1,0%,-1%
Nc1nonc1-c1nc2ccccc2n1CC(=O)Nc1cccc(C(F)(F)F)c1,94%[activator],2%[57.5 µM]
Cc1nc2ccccc2nc1SC(C(=O)O)c1ccccc1 (stereo not drawn),1%,-7%
Cc1cccc(C)c1NC(=O)c1sc(-n2nc(C)c(Cc3ccc4c(c3)OCO4)c2C)nc1C,1%,8%
Cc1ccc(C)c(NC(=O)N2CCC(CN3CCOCC3)CC2)c1,3%,-3%
CCc1nnc(NC(=O)Cc2c(C)nc(C)[nH]c2=O)s1,-6%,-5%
CC(C)c1ccc(/C=C(\C#N)c2nc(-c3ccc(O)cc3)cs2)cc1,?,-21%[57.5 µM]
Cc1nc2ccccc2nc1COC(=O)c1ccc2nccnc2c1,-7%,-8%
# (further entries)
SMILES,AID inhibitor,UDG counterscr
CCn1c(C)c(C(C)=O)c2cc(OCC(O)CN3CCN(CCO)CC3)ccc21 (stereo not drawn),-2%,1%
O=C(NCc1ccccn1)c1cc(F)cc(F)c1,-15%,-10%
CCc1ccc(NC(=O)c2sc3nc(C)c(Cl)c(C)c3c2NC(=O)c2ccccc2)cc1,49%[activator],7%
Cc1ccc(-c2cc(C(=O)O)c3cc(Br)ccc3n2)o1,50%[activator],9%
O=C(O)CC/C(=C/c1ccc2ccccc2c1)c1nc2ccccc2s1,-27%,-1%
c1cn(CCCNCC2CCCCC2)cn1,-5%,-2%
Cc1ccc(NC(=O)CSc2nc3c(oc4ccccc43)c(=O)n2Cc2ccco2)cc1,4%,12%
CCCn1c(CCC(=O)Nc2ccc(OCC)cc2)nc2cccnc21,-18%,-5%
CCCN(CCC)C(=O)Cn1c(=O)n(-c2ccc(C)c(C)c2)c(=O)c2c3c(sc21)CCCCC3,-16%,-3%
Cc1cc(=O)[nH]c2nnc(SCc3cccc(F)c3)n12,2%,0%
CC(C)CNC(=O)NC(=O)CSc1nnc(COc2ccccc2Cl)o1,6%,0%
Cc1ccc(NC(=O)CSc2nc(-c3cccs3)nc3cc(=O)[nH]n23)cc1C,?,-2%
COc1ccc(C=O)cc1COc1ccc(C#N)cc1,-10%,-3%
COCCCNC(=O)CSc1nc(-c2ccc(OC)cc2)[nH]c1-c1ccc(OC)cc1,-15%,-9%
COc1ccc(Cl)cc1NC(=O)CN(C)S(=O)(=O)c1ccc2c(c1)CCCN2C(C)=O,?,-19%
Cc1ccccc1NC(=O)CCc1c(C)nc2c(c1C)c(=O)n(C)c(=O)n2C,9%,3%
CCc1ccc2oc(C(=O)NCC(c3ccco3)N3CCOCC3)cc(=O)c2c1 (stereo not drawn),2%,-6%
Cc1ccccc1N(C)S(=O)(=O)c1nnc(NC(=O)C(C)C)s1,6%,0%[57.5 µM]
CCOc1cc(CNCCSc2nnnn2C)cc(Cl)c1OCc1ccc(Cl)cc1,?,-16%
COC(=O)Cc1c(C)c2ccc(OCc3ccccc3F)c(C)c2oc1=O,-3%,6%
O=C(CSc1nc(C2CC2)n(-c2ccccc2)n1)N1CCN(c2ccc(O)cc2)CC1,-10%,-3%
COc1ccc(C2=NC(C)(C)N(CC(=O)Nc3ccc(F)c(F)c3)C2=O)cc1,6%,2%
Cc1ccc(-c2cc(C(=O)OCc3ccc(-c4ccccc4)cc3)c3ccccc3n2)cc1,-6%,-3%
CCc1ccc(S(=O)(=O)N(C(=O)Oc2ccccc2)c2ccc3oc(C)c(C(=O)OC)c3c2)cc1,5%,-1%
CCc1ccccc1NS(=O)(=O)c1ccc(-c2coc(C)n2)cc1,-7%,-4%

# Copied from the list.
# `CCc1ccc(NC(=O)c2sc3nc(C)c(Cl)c(C)c3c2NC(=O)c2ccccc2)cc1` – AID inhibitor = 49%[activator]
# `CCCn1c(CCC(=O)Nc2ccc(OCC)cc2)nc2cccnc21` – UDG counterscr = -5%

# Among those listed so far, these contain a COOH group:
SMILES,AID inhibitor,UDG counterscr
COc1ccc(/C=C(\NC(=O)c2ccc(C)cc2)C(=O)NC(CC(C)C)C(=O)O)cc1 (stereo not drawn),5%,7%
Cc1ccc(C)c(S(=O)(=O)NCC(=O)O)c1,2%,0%
Cc1nc2ccccc2nc1SC(C(=O)O)c1ccccc1 (stereo not drawn),1%,-7%
Cc1ccc(-c2cc(C(=O)O)c3cc(Br)ccc3n2)o1,50%[activator],9%
O=C(O)CC/C(=C/c1ccc2ccccc2c1)c1nc2ccccc2s1,-27%,-1%

# (more compounds)
SMILES,AID inhibitor,UDG counterscr
COc1ccc(CCNC(=O)c2cnc3sc(N4CCC(C)CC4)nn3c2=O)cc1OC,5%,9%
O=C(NCC1(c2ccccc2)CCC1)c1n[nH]c(=O)c2ccccc12,-2%,8%
Cc1ccc(C(=O)c2ccccc2C(=O)OCC(=O)c2cccs2)cc1C,9%,2%
Cc1ccc2cc(COC(=O)c3ccco3)c(=O)[nH]c2c1,-2%,7%
CC(C)c1ccc(NC(=O)Cn2cc(S(=O)(=O)Cc3ccccc3Cl)c3ccccc32)cc1,9%,19%
CC(C)(C)OC(=O)N1CCC(c2c(C(=O)NC3CCN(Cc4ccccc4)CC3)cnn2-c2ccc(F)cc2F)CC1,?,59%[activator]
CC(C)N(CCNC(=O)C(c1ccccc1)c1ccccc1)C(C)C,-4%,-1%
Cc1ccc(CNc2ncnc3c2c(-c2ccccc2)cn3-c2ccccc2)cc1,?,?
Cc1cc(=O)c(C(=O)Nc2nnc(C3CC3)s2)nn1-c1ccccc1Cl,4%,0%
NCC(O)C(F)(F)F (stereo not drawn),3%,6%
O=C(CSc1nc(-c2ccc(F)cc2)[nH]c1-c1ccccc1)NCC1CCCO1 (stereo not drawn),-2%,-30%
COc1ccc(-n2cc(C(=O)OCc3ccc(F)c(F)c3)c3ccccc3c2=O)cc1,7%,-20%
Cn1c(COc2ccc(Cl)cc2)nnc1SCC(=O)c1ccc[nH]1,5%,8%

# Source: PubChem BioAssay (National Center for Advancing Translational Sciences (NCATS))

# Only part of the results is shown; the hit share may differ from the screen's.
